# Screening results from PubChem BioAssay.
# RmlCD inh 1536: inhibitors of Mycobacterium tuberculosis RmlC and RmlD coupled enzymes; P9WH09+P9WH11; RmlC+RmlD coupled enzyme assay, percent inhibition; primary screen in compound mixtures; inhibition, % at 3.6 µM; hit rate 0.03% among 160,000; in the data active means inhibition mostly above about 34%, no sharp cut-off; further: some results filed as inactive read as strong as hits
# Target sequence (P9WH09 whole entry, looked up): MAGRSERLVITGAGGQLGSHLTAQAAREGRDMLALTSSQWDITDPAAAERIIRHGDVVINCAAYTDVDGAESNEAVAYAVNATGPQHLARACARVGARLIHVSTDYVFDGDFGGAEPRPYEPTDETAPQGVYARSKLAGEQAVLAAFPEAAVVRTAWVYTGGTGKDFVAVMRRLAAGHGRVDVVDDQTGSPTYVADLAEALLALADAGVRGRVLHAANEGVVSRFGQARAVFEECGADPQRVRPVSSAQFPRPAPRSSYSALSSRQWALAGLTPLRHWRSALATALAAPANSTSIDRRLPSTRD
# Target sequence (P9WH11 whole entry, looked up): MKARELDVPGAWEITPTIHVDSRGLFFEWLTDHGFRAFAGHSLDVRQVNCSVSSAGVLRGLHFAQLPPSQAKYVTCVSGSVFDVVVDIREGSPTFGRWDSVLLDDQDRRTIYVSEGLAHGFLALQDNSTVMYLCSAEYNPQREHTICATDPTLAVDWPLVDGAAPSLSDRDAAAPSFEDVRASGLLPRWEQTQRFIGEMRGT
# GlmU inhibition: inhibition of mycobacterial GlmU enzyme – biochemical, glucosamine-1-phosphate acetyltransferase (AID 1376); hit rate 0.25% among 220,000; inhibition, %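 (tested at 30 µM in the primary screen)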, or IC50 in µM where a hit was titrated; M. tuberculosis GlmU acetyltransferase enzyme assay; higher % means a stronger effect; in the data active means inhibition above about 13%;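 further: 0% = complete reaction with vehicle and 100% = reaction without substrate; strong numbers were not always called active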
# * = called active by the depositor; · = no result given.
SMILES	RmlCD inh 1536	GlmU inhibition
O=C(CN1C(=O)NC2(CCCCC2)C1=O)Nc1ccc(N2CCOCC2)cc1	-11.2	2.2%
COc1ccc2nc(N)sc2c1	13.1	-1.3%
NC[C@@H]1O[C@H](C23CC4CC(CC(C4)C2)C3)Cc2c1ccc(O)c2O	·	-12.5%
CC1CCC2(CC1)NC(=O)N(CC(=O)Nc1ccccc1-c1ccccc1)C2=O (stereo not drawn)	3.5	-3.3%
COc1ccc(N/N=C(\C=N\O)C(=O)c2ccc(OC)cc2)cc1	12.6	-5.0%
COc1cc(/C(C)=N/NC(=O)CSc2nncn2C)ccc1OCc1ccccc1Cl	8.8	2.4%
CN(C(=O)c1ccc(S(=O)(=O)NC2CCCC2)cc1)C1CCCCC1	2.6	6.6%
Cc1c(C(=O)O)oc2c1/C(=N\O)CC(C)(C)C2	-13.7	-3.9%
Cc1cc(OCCCCOc2ccc(C#N)cc2)ccc1[N+](=O)[O-]	·	1.2%
Nc1ncnc2c1cnn2-c1ccccc1	3.3	-5.2%
Cc1ccc(S(=O)(=O)N(CC(=O)N/N=C/c2ccc(F)cc2)c2cccc3cccnc23)cc1	3.8	-8.0%
O=C(Nc1ccccc1C(=O)O)c1ccc(Br)c(S(=O)(=O)NCc2ccccc2)c1	-6.3	4.2%
CCOc1ccc2nc(NC(=O)CCn3cccc3)sc2c1	·	5.5%
CC(C)CCNC(=O)/C=C/c1ccc(Br)cc1	·	-0.4%
COc1cccc(-n2c(SCC(=O)Nc3cc(C)on3)nc3c([nH]c4ccccc43)c2=O)c1	-5.5	6.1%
O=C(Nc1ccccc1OC(F)F)c1oc2ccccc2c1COc1ccccc1	-9.5	2.1%
CCC(NS(=O)(=O)c1ccc(C)cc1)C(=O)N1CCC2(O)CCCCC2C1 (stereo not drawn)	·	9.8%
C[N+]1(CC(=O)Nc2ccc(F)cc2)CCN(C(=O)c2ccco2)CC1	-3.3	0.3%
O=C(O)CCCn1nc(-c2ccccc2)c2ccccc21	-1.4	4.3%
CC1=C(c2ccccc2)CCC1=O	·	-3.4%
Cc1sc2cc3c(c(C(=O)c4ccccc4)[n+]2c1C)-c1cccc2cccc-3c12	-8.9	-4.5%
Cc1ccc(C(=O)N/N=C\c2sccc2C)cn1	-1.8	-4.2%
CC(=O)Nc1ccc(NS(=O)(=O)c2cc(Cl)ccc2Cl)cc1	-1.5	-4.0%
Cc1ccc(C)c(N(CC(=O)N/N=C/c2ccc(-c3ccc([N+](=O)[O-])cc3)o2)S(=O)(=O)c2ccccc2)c1	·	-2.6%
COc1ccc(Cc2nc(=S)[nH][nH]2)cc1Br	-11.1	0.8%
CCC(=O)Nc1ccc(S(=O)(=O)Nc2ccccn2)cc1	1.3	7.5%
Cc1cc2ncn(C(=O)N3CCCCCC3)c2cc1C	·	0.8%
COc1ccccc1OCC(=O)NNC(=O)C(=O)N1CCCC1	-3.5	-5.2%
O=C(c1ccco1)n1nc(NCc2ccccc2)nc1NCc1ccccc1	·	-1.9%
O=C1c2ccccc2C(=O)N1CCn1nc(Cl)nc1Cl	·	1.9%

# (next part)
SMILES	RmlCD inh 1536	GlmU inhibition
CN(C(=O)COc1ccccc1C(=O)NCCOc1ccccc1)c1ccccc1	·	0.3%
CCCS(=O)(=O)N1CCN(CCCc2ccccc2)CC1	·	-5.9%
O=S(=O)(N1CCCCC1)N1CCN(c2ccc(F)cc2)CC1	2.8	2.9%
CCc1cccc(C)c1N1C(=O)CC(C)(C)CC1=O	-8.3	3.9%
NS(=O)(=O)c1ccc(CCNC(=O)c2cc(-c3ccccc3)nc3ccccc23)cc1	4.5	6.6%
COc1ccc(C2NC(=O)N(CCCC(=O)O)C(C)=C2C(=O)OCc2ccccc2)cc1 (stereo not drawn)	·	-3.5%
CCOC(=O)C(O)(c1ccc(N(C)C(=O)c2ccc(Cl)c(Cl)c2)cc1)C(F)(F)F (stereo not drawn)	-17.7	-4.0%
CSc1nc2c(c(=O)[nH]1)C(c1cccc(Cl)c1)CC(=O)N2 (stereo not drawn)	9.2	-2.3%
CN1CCc2c(OCc3ccc(F)cc3)cccc2C1=O	·	-1.6%
O=C(c1ccco1)N1CCN(Cc2nc3ccc([N+](=O)[O-])cc3c(=O)n2-c2ccccc2F)CC1	-16.1	-4.2%
CCOc1cc(C(c2c(C)[nH][nH]c2=O)c2c(C)[nH][nH]c2=O)ccc1O	-5.8	5.0%
O=C1CCCN1CC(O)CS(=O)(=O)c1ccccc1 (stereo not drawn)	0.3	-8.5%
COc1ccc(/C=C/C(=O)Nc2nonc2NC(C)=O)cc1	11.8	-7.9%
C=CCc1ccc(OCCN2CCc3ccccc3C2)c(OC)c1	3.0	-7.8%
Cc1cc2ccccc2cc1CN1CCOCC1	·	7.1%
COc1cc2c3c(c1)C(C)=CC(C)(C)N3C(=O)C2=O	-5.3	5.3%
COc1cc(/C=N/NC(=O)c2sc3nc(C)cc(C)c3c2N)ccc1O	-24.9	2.0%
CCCCC1=CC2=CC(=O)C(C)(OC(=O)CC)C(=O)C2=CN1Cc1ccc(OC)cc1 (stereo not drawn)	-11.8	7.5%
N=C1/C(=C\c2ccc(-c3cc(Cl)cc(Cl)c3)o2)C(=O)N=C2SC=C(c3ccccc3)N12	-7.4	-7.2%
CCC(C)NC(=O)c1ccc2c(SCC(=O)O)c3c(nc2c1)CCCC3 (stereo not drawn)	5.8	3.5%
O=C1CSC(c2ccccn2)N1c1ccc2ccccc2c1 (stereo not drawn)	·	-0.1%
O=C(CN1CCOCC1)Nc1ccc(N2CCN(c3ccccc3)CC2)c(F)c1	14.3	-4.4%
Cc1ccc(OC(=O)c2cccnc2)cc1	-56.7	·
CCOC(=O)Cc1c(C)nc2c(-c3ccc(Cl)cc3)c(C)[nH]n2c1=O	-2.4	-1.1%
CCCCNC(=O)c1cccc(C(=O)NCCCC)c1	·	-1.8%
COc1ccc(N(CC(=O)NCc2ccco2)S(=O)(=O)c2ccccc2)cc1	·	-1.4%
CCCn1nnnc1NC(=O)COc1ccc(Br)cc1	5.1	-3.4%
Cc1ccccc1Cn1cc(S(=O)(=O)CC(=O)N2CCCCC2)c2ccccc21	·	-3.9%
Cn1nc(-c2ccccc2)c(-c2nc(-c3ccccc3Cl)no2)c1Cl	6.9	-2.9%
Nc1cc(Cl)nnc1Cl	3.2	-0.5%

# (continued)
SMILES	RmlCD inh 1536	GlmU inhibition
O=C(COC(=O)c1cnccn1)NCc1ccccc1	7.5	3.5%
CC(C)CC1NC(=S)N(Cc2ccccc2)C1=O (stereo not drawn)	-9.2	8.5%
CC1(C)CC(=O)CC(=Nc2ccc(C(=O)O)cc2)C1	3.6	-0.5%
COC(=O)c1ccc(Cn2nnc3ccccc3c2=O)o1	3.0	-5.9%
CC(=O)/C(=N/Nc1cccc(Cl)c1)N1CCOCC1	3.5	-6.0%
CSCCNC(=O)c1cccc(Cl)c1	4.2	-1.9%
O=C1Nc2ccccc2C12Nc1ccccc1S2 (stereo not drawn)	18.5	-2.8%
O=C(CSc1nnc(-c2ccco2)n1CC1CCCO1)N1CCCCC1 (stereo not drawn)	4.1	-0.8%
O=C(CCN1C(=O)c2ccccc2C1=O)Nc1cc(F)ccc1F	-3.5	1.7%
O=[N+]([O-])[N-][n+]1cnn(Cc2ccccc2)c1	7.2	-1.7%
Cc1ccc(NN2C(=O)C=C(c3ccccc3)C2=O)cc1	2.4	-7.4%
CC1(C(=O)OCC(=O)Nc2cccc(S(=O)(=O)NC3=NCCCCC3)c2)CC1(Cl)Cl (stereo not drawn)	9.7	30.1%
COc1ccc(NP(=O)(Oc2ccc(Cl)cc2)Oc2ccc(Cl)cc2)cc1OC	2.1	1.4%
CCOc1cc(/C=C2\C(=O)N(Cc3ccco3)C(C)=C2C(=O)OC)ccc1O	5.5	-3.5%
Cc1cccc(Nc2nc(-c3cccs3)cs2)n1	·	-4.1%
Cc1cccc2cc(CN(Cc3cccnc3)C(=O)c3cccs3)c3nnnn3c12	-9.4	7.0%
COc1cc2c(cc1OC)CN(c1nc(CN3CCCC3)nc3sc(C)c(C)c13)CC2	·	-5.8%
CCc1nnc2c3cnn(-c4ccccc4)c3ncn12	10.3	2.1%
CCCCOC(=O)Nc1sc2nc(C)cc(C)c2c1-n1cccc1	-10.2	-2.5%
COc1cc(=O)n(C)c2c(OCC3OC(C)(C)OC3(C)C)cccc12 (stereo not drawn)	4.5	-3.9%
CC(C)CNC(=O)C(=O)NNC(=O)c1ccco1	5.9	5.8%
O=C(Nc1ccc(-c2nc3cc(Cl)ccc3c(=O)o2)cc1)c1ccco1	6.2	0.3%
O=C(Cc1ccccc1)Nc1scc(-c2ccccc2)c1C(=O)N1CCOCC1	·	0.9%
CCCCn1c(O)c(C(CC)=NC(C)c2ccccc2)c(=O)[nH]c1=O (stereo not drawn)	-7.0	-1.0%
CN1CC(=O)N(CC(=O)Nc2ccc(Cl)c(C(F)(F)F)c2)C1=O	·	0.3%
CCc1nnc(NS(=O)(=O)c2ccc(NC(=O)c3ccccc3)cc2)s1	9.9	-0.6%
Cc1cc(NC(=O)c2ccccc2)nc2c1c(=O)oc1ccccc12	7.8	-0.6%
Cc1cc(C)c2c(=O)[nH]c(=O)n(Cc3ccccc3)c2n1	·	-0.7%
Cc1ccc(C(C(=O)NCc2ccc(F)cc2)N(C(=O)c2csnn2)C2CC2)o1 (stereo not drawn)	20.0	-0.9%
Cc1nonc1C1CCCN1C(=O)c1cc(COc2ccc(F)cc2F)on1 (stereo not drawn)	-1.9	-1.6%

# Next compounds
SMILES	RmlCD inh 1536	GlmU inhibition
CCOc1ccc(C(O)Cc2nc3ccccc3n2C)cc1 (stereo not drawn)	·	1.1%
Cc1onc(-c2ccccc2)c1C(=O)N1CCCN2C(=O)c3ccccc3C21 (stereo not drawn)	-1.9	-1.5%
CC(=O)N1CC2(C)CN(C(C)=O)CC(C)(C1)C2	8.5	1.6%
O=C(Nc1ccc(N2CCOCC2)c(Cl)c1)c1ccco1	-9.1	2.9%
O=C(NCc1ccc2c(c1)OCO2)c1c(O)c2cccc3c2n(c1=O)CCC3	-6.0	-0.5%
CCCCCCCCCCOC(=O)NC1CCS(=O)(=O)C1 (stereo not drawn)	8.7	2.5%
CC(=O)Nc1ccc(S(=O)(=O)n2cnc3cc(C)c(C)cc32)cc1	24.4	·
COc1ccc(C(=O)Nc2ccc3oc(Cc4ccc(Cl)cc4)nc3c2)cc1OC	1.2	0.9%
CCCCn1nnc(NC(=O)C(c2ccccc2)c2ccccc2)n1	13.1	-6.6%
COc1ccc(C2C(C#N)=C(N)OC3=C2C(=O)CC(C)(C)C3)c([N+](=O)[O-])c1OC (stereo not drawn)	·	-2.8%
CCCN(Cc1ccccc1)C(=S)Nc1ccc(OCC)cc1	-2.2	-1.6%
c1ccc(-n2ncc3c(NCCCN4CCOCC4)ncnc32)cc1	9.8	0.6%
O=C(COC(=O)Cc1ccc(F)cc1)Nc1cc(S(=O)(=O)N2CCOCC2)ccc1N1CCCC1	9.5	-4.4%
Cc1nnsc1C(=O)Nc1ccccc1Cl	0.1	3.0%
c1ccc(-c2csc(-n3cnnn3)n2)cc1	10.6	-0.3%
CC(C)Cn1c(N)c(C(=O)CCl)c(=O)n(C)c1=O	·	3.2%
CSc1nnc(C)c(=O)n1COC(=O)COc1ccc(F)cc1	-7.8	-0.8%
NC(=O)c1ccc(N=Nc2c(O)[nH]c(=O)[nH]c2=O)cc1	-8.3	0.6%
CCOC(=O)CSc1nc(C)c2cccc(C)c2n1	78.6	0.3%
O=C(O)COc1ccc2oc3ccccc3c2c1	-0.7	-1.3%
CCCC(=O)c1ccc(O)cc1O	-5.5	1.2%
Cc1ccc(N(C(=O)c2ccc(CN3CCOCC3)o2)C(C(=O)NCCC(C)C)c2cccs2)c(C)c1 (stereo not drawn)	-6.8	0.0%
O=C(CSc1c2c(nc3ccccc13)CCC2)N1CCCC1	4.7	-3.7%
Cc1nn(-c2ccccc2)nc1CNC(=O)C1CCC1	-4.7	-4.9%
N#Cc1ccc(-c2cccnc2)nc1SCC(N)=O	8.5	-2.8%
O=C(NCCCNC(=O)C(F)(F)C(F)F)C(F)(F)C(F)F	2.8	-1.8%
O=c1[nH]cnc2scc(-c3ccc(F)cc3)c12	11.7	3.5%
CCOC(=O)C1=C(CC)OC(N)=C(C#N)C1c1ccc(F)cc1F (stereo not drawn)	·	4.1%
Cc1cccc(C(=O)N/N=C/C(C)Cc2ccc3c(c2)OCO3)c1 (stereo not drawn)	6.2	-1.9%
CC(NC(=O)c1ccco1)c1ccc2c(c1)OCCO2 (stereo not drawn)	4.1	-5.7%
O=C(Nc1nc2c(Br)cc(Br)cc2c(=O)s1)c1ccco1	-1.1	-3.3%
CC(C)(C)/C(O)=C/c1nc2cc(Cl)ccc2oc1=O	-0.3	5.6%
O=C(NCc1ccc(S(=O)(=O)Nc2ccccc2Cl)s1)c1ccccc1	6.3	0.6%

# Compound profiles, from the list above. Values in the order: RmlCD inh 1536, GlmU inhibition
# CCCCn1nnc(NC(=O)C(c2ccccc2)c2ccccc2)n1 in the list: 13.1, -6.6%
# O=C1CSC(c2ccccn2)N1c1ccc2ccccc2c1 (stereo not drawn) in the list: ·, -0.1%

# Looked up by compound from the list above, three records:
SMILES	RmlCD inh 1536	GlmU inhibition
O=C(NCCCNC(=O)C(F)(F)C(F)F)C(F)(F)C(F)F	2.8	-1.8%
Cc1cccc(C(=O)N/N=C/C(C)Cc2ccc3c(c2)OCO3)c1 (stereo not drawn)	6.2	-1.9%
CC(NC(=O)c1ccco1)c1ccc2c(c1)OCCO2 (stereo not drawn)	4.1	-5.7%

# The list is partial (hit frequency here may not be typical).
